# DRD3 agonist: D3 dopamine receptor (human) agonism; actives 0.58% (n = 410,000); P35462; D3R DiscoveRx beta-arrestin cells, luminescence, 90 min; max activation, %; in the data active = max activation above about 30%; also: 0% is about no effect; mostly tested at two doses, the higher about 12 µM
# Target sequence (P35462 whole entry, looked up): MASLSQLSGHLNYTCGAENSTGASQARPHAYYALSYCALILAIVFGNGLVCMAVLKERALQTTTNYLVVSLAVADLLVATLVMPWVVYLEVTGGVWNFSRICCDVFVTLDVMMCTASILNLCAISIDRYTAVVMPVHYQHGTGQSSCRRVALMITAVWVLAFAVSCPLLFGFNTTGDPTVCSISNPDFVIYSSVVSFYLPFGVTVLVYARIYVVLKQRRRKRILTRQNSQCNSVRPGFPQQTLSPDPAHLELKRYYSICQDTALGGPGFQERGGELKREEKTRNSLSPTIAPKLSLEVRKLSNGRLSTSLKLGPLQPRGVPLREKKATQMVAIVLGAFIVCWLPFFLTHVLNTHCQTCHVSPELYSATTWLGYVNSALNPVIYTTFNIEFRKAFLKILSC
#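 Agonist mode: compounds and dopamine controls were applied to plated cells for 90 min at 37 degrees C after an overnight attachment at 1500 cells/well. Luminescent read-out followed 30 - 60 minutes at room temperature with DiscoveRx detection reagent.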
# FUS suppressor: FUS proteinopathy suppression in yeast; S. cerevisiae FUS-expressing, growth rescue, OD600, 24 h; Potency, µM (titrated, usually from 76.6 µM), for the others: at the highest dose growth rescue (activation), hits mostly activators; actives 0.24% (n = 390,000);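 also: potency is read from the fitted curve at half-maximal effect; plate controls were DMSO vehicle for no effect and reference control for full effect; nearly all actives have a fitted effect of over 55% in size; some results filed as inactive show a strong effect at the top dose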
#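 Read-out: OD at 600 nm after 24hr at 30C, reporting rescue of FUS-induced yeast toxicity. Cells at OD 0.005 in galactose (2%) minimal medium; compounds tested in a dilution series; CP55940 titration from 92uM final as control.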
# EPAC2 antag: blocks human EPAC2 exchange factor; actives 0.18% (n = 360,000); Potency, µM (highest dose often 114 µM), for the others: at the highest dose activity, negative = inhibition, actives largely listed as inhibitors; AID 720708; Q8WZA2; EPAC2 GEF exchange of Rap1B-BODIPY-GDP, fluorescence; also: potency is read from the fitted curve at half-maximal effect; % is scaled to controls: 0 for no effect and ±100 for the full control effect; nearly all actives have a fitted effect of over 45% in size; many of its hits are not listed in these tables
# aSyn rescue: alpha-synuclein toxicity inhibition in yeast. AID 652106. actives 0.14% (n = 370,000). Potency, µM (titrated, usually from 46.1 µM), inactives show top-dose growth rescue (activation), usual class: activators. Yeast expressing alpha-synuclein, growth rescue, BacTiter-Glo, 24 h; also: potency is read from the fitted curve at half-maximal effect; % of control where 0% means no effect; nearly all actives have a fitted effect of over 65% in size
#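 Galactose-induced alpha-syn yeast (OD600=0.02, raffinose-pregrown) + pinned cpd, 24 hr, 30 deg C; growth by BacTiter-Glo luminescence. Growth restoration scores as activation.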
# Abeta yeast res: compounds reversing amyloid beta toxicity in yeast; yeast expressing A-beta42, growth rescue, OD600, 48 h; response scale: 0% DMSO, 100% iron-clioquinol control; Potency, µM (doses to about 46.1 µM), for inactives: top-dose growth rescue, actives largely listed as activators; actives 0.063% (n = 410,000); also: potency is read from the fitted curve at half-maximal effect; nearly all actives have a fitted effect of over 55% in size
#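 Yeast A-beta toxicity model in growth medium with pinned compounds, 48 h at 30 C; growth read as absorbance at 600 nm. Normalized to FeCl3/clioquinol equimolar mix (positive) and DMSO (negative).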
# EPAC2 agonist: agonists of human EPAC2 (RAPGEF4). AID 720711. EPAC2 activation, biochemical qHTS; response scale: 100% = 6.5 mM cAMP response. Potency, µM (top dose mostly 154 µM), for inactives: top-dose activation, most hits filed as activators. Q8WZA2. actives 0.079% (n = 360,000); also: potency is read from the fitted curve at half-maximal effect; nearly all actives have a fitted effect of over 50% in size
#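 Setup: EPAC2 100 nM, labeled Rap1B complex 250 nM, free GDP 50 uM. Compound titrations pinned in, brief spin, 5 min room temperature incubation. Kinetic fluorescence read over 30 min, normalized to 6.5 mM cAMP.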
# D3 antag: blocks the human D3 dopamine receptor; D3R cells, DiscoveRx beta-arrestin luminescence, antagonist mode; hits give low values; max response, negative = inhibition, %; actives 2.5% (n = 360,000); AID 652054; in the data active = max response below about -50%; inconclusive = no clear call, values can overlap the other calls; also: % is scaled to controls: 0 for no effect and ±100 for the full control effect; mostly tested at two doses, the higher about 12 µM
#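 Cells expressing the human receptor were seeded at 1500 cells/well, incubated overnight at 37 degrees C in 5% CO2, then exposed to library compounds with dopamine controls for 90 minutes at 37 degrees C before luminescent detection.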
# TDP-43 yeast inh: inhibitors of TDP-43 toxicity in yeast. Potency, µM (highest dose often 46.1 µM), for inactives: at the top dose growth rescue (activation), usual class: activators. TDP-43 expressing yeast growth rescue, BacTiter-Glo, 24 h. actives 1.8% (n = 410,000); also: potency is read from the fitted curve at half-maximal effect; % of control where 0% means no effect; nearly all actives have a fitted effect of over 50% in size
#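 Yeast cells expressing TDP-43 under galactose induction are exposed to compounds for 24 hr at 30 deg C. BacTiter-Glo luminescence measures growth, so protective compounds score as activators.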
# Active calls of the source: *; ? = inconclusive; nt = not tested or not shown; [ ] = another dose, or the depositor's remark. Unless noted, calls follow the shape of the dose curve; as a rule, active = well fitted curve in the direction sought with a large enough effect; inconclusive = small, poorly fitted or top-dose-only effect, or another doubt; inactive = no such curve, though single readings can be large; an effect the other way counts as inactive or inconclusive.
mol | DRD3 agonist | FUS suppressor | EPAC2 antag | aSyn rescue | Abeta yeast res | EPAC2 agonist | D3 antag | TDP-43 yeast inh
Clc1ccc2nc3ccccn3c2c1 | 3.8 | 26.3% | 2.8% | -6.9% | 4.7% | 0.8% | 28.7 | 28.1%
COC(=O)C1=C(CS(=O)(=O)c2ccc(OC)cc2)NC(=O)NC1c1ccccc1 (stereo not given) | 4.9 | -5.5% | 3.5% | ? | -11.7% | 8.0% | -13.2 | 10.4%
CCCS(=O)(=O)NC(=O)C1(C)CCN(C(=O)c2ccccc2Br)C1 (stereo not given) | 1.2 | -20.8% | -2.6% | 0.4% | -7.6% | 4.5% | 26.5 | 5.5%
Cc1ccc(C(=O)Nc2cccc(C(F)(F)F)c2)cc1Nc1ccccn1 | -20.9 | -5.0% | 4.9% | -6.7% | 12.1% | 2.2% | 7.0 | 0.0%
COc1cc(CN2C[C@@H](CO)O[C@@H](n3cnc4c(Nc5ccccc5)ncnc43)C2)cc(OC)c1OC | 3.1 | 17.4% | -9.8% | -1.0% | -9.8% | 8.7% | 25.2 | 7.9%
Cc1ccccc1NC1=C(Cl)C(=O)OC1OC(=O)c1ccco1 (stereo not given) | -8.5 | -11.7% | 0.3% | 2.5% | -15.5% | -10.6% | -23.4 | -9.9%
Cc1nc(C(F)(F)F)ccc1C(=O)Nc1ccc2ccccc2n1 | 4.7 | 24.3% | -5.8% | -7.6% | -5.6% | -1.7% | 1.6 | -11.2%
CCCN(CCC)C(=O)C1CCCN1S(=O)(=O)c1cccc2nsnc12 (stereo not given) | -12.2 | 9.0% | -8.9% | -6.9% | -7.4% | -3.3% | -10.5 | -12.0%
S=C(NCCc1ccccc1)N1CCN(C23CC4CC(CC(C4)C2)C3)CC1 | -13.7 | 8.4% | 0.5% | 2.7% | 25.9% | 11.0% | -23.8 | 12.5%
CCCOc1ccc(C2c3c(-c4ccccc4O)n[nH]c3C(=O)N2Cc2cccnc2)cc1 (stereo not given) | -12.1 | -7.5% | nt | nt | -10.7% | nt | nt | -2.6%
CCC(=O)Nc1ccccc1C(=O)OCC(=O)c1ccccc1 | 2.4 | nt | -1.3% | -8.5% | -4.9% | 1.5% | 1.2 | -9.8%
COCc1ccccc1C1=CC(=O)C[C@H](c2ccc(F)cc2)C1 | 0.0 | -1.1% | ? | 5.6% | -13.6% | 13.9% | -7.9 | ?
O=C1CC(C(=O)NC2CCCCC2)C2(CCCCC2)O1 (stereo not given) | 4.4 | -9.3% | 6.0% | 11.4% | -1.2% | -0.8% | 3.9 | 0.4%
O=C(NCc1cccnc1)C1CCN(S(=O)(=O)c2cccc(C(F)(F)F)c2)CC1 | 0.0 | -4.7% | -12.6% | 1.1% | 3.5% | 4.1% | -2.3 | 5.7%
CCOc1ccc(-c2cc(C(=O)N3CCN(c4cc(Cl)ccc4C)CC3)c3ccccc3n2)cc1 | 5.6 | -10.8% | nt | nt | 4.8% | nt | nt | 25.6%
Cc1ccc(NC(=S)N(CCN2CCCCC2)Cc2ccco2)cc1C | -22.0 | 34.7% | 6.9% | -0.4% | -1.5% | 7.0% | -70.4* | nt
Cc1cc(C)c(CN2CCCC(CNC(=O)c3ccc(F)cc3)C2)c(-n2cccn2)c1 (stereo not given) | -5.9 | 22.4% | -1.2% | -3.6% | -6.4% | 12.4% | -17.2 | -5.1%
CCN(CC(=O)Nc1c(F)cccc1F)C(=O)/C=C/c1c(C)nn(-c2ccc(F)cc2)c1C | -3.9 | 14.4% | 2.0% | 0.3% | -4.6% | -4.9% | 8.6 | -4.2%
CCCCCC(=O)NC(NC(=S)NC1CCS(=O)(=O)C1)C(Cl)(Cl)Cl (stereo not given) | -14.5 | 20.1% | 6.0% | 10.6% | 0.0% | 5.9% | -14.0 | -13.3%
N#Cc1c(-c2ccc(F)cc2)noc1N | 0.4 | ? | 19.3% | 14.8% | 14.2% | 0.1% | -2.1 | ?
CN1CCN(c2ncnc3c2ncn3[C@H]2CN(Cc3ccc(Cl)cc3)C[C@@H](CO)O2)CC1 | -5.1 | -7.4% | -7.5% | -5.0% | -18.3% | 8.6% | -17.4 | -1.1%
Cc1ccc(S(=O)(=O)N2[C@H](CC(=O)c3ccc(F)cc3)OC[C@@H]2C(C)C)cc1 | -9.2 | 19.6% | 10.1% | -3.3% | -6.0% | 24.7% | -7.2 | 0.0%
Cc1ccc(S(=O)(=O)N2CCN(C(=O)CCc3nc4ccccc4c(=O)[nH]3)CC2)c(C)c1 | -9.6 | 35.7% | -4.1% | 1.6% | 4.2% | 2.2% | 1.0 | -12.3%
CSc1n[nH]c(NCc2ccccc2)n1 | 0.5 | -26.1% | 9.7% | 2.8% | 10.6% | -7.9% | 0.0 | 8.6%
COc1ccc(Cl)cc1C(=O)NNC(=S)NC(=O)c1cc(-c2ccc(Cl)cc2)nc2ccccc12 | -5.2 | 27.2% | -6.0% | -5.8% | 6.2% | 4.2% | -60.9* | 11.3%
CSc1ccccc1NC(=O)CN(c1cccc(C)c1)S(C)(=O)=O | 11.7 | ? | -0.9% | 20.6% | -3.1% | 1.4% | 5.3 | -6.4%
Cc1cccc(NC(=O)NNC(=O)c2sccc2-n2cccc2)c1 | 1.5 | 15.9% | -4.3% | -3.7% | 10.3% | 5.3% | -0.1 | -5.9%[0.397 µM]
CCCCCCC1CCC(c2nc(-c3ccncc3)no2)CC1 (stereo not given) | -2.5 | -1.8% | 7.7% | -8.9% | -5.4% | -6.5% | 21.0 | 20.1%
CC1CN(S(=O)(=O)c2cccc(C(=O)Nc3ccc4c(c3)CCC4)c2)CC(C)O1 (stereo not given) | 0.1 | 30.8% | -28.3% | 3.0% | -5.7% | 3.0% | 17.1 | -8.1%
Cc1cc(C)cc(-n2nnnc2SCC(=O)N2CCOCC2)c1 | 0.7 | 3.4% | -0.1% | 0.1% | -14.7% | 2.9% | 1.7 | -6.7%
N#CCOc1coc(CN2CCN(c3ccccc3)CC2)cc1=O | 7.7 | -5.4% | 8.7% | -6.0% | 3.9% | -6.2% | -7.3 | 1.8%
CCc1ccc(NC(=O)Nc2cc(C(=O)O)ccc2N2CC3CC(C2)c2cccc(=O)n2C3)cc1 (stereo not given) | 7.9 | ? | 2.3% | -7.6% | 3.9% | 1.7% | 4.8 | -7.6%
COc1ccc(OCC(=O)Nc2ccc(NC(=O)c3ccccc3Cl)c(OC)c2)cc1 | 1.7 | 8.2% | 6.3% | 0.2% | 20.1% | 1.3% | 10.8 | ?
CC(C(=O)N(C)C)N1c2cccc3cccc(c23)S1(=O)=O (stereo not given) | 7.4 | -4.0% | -5.0% | 0.0% | 8.4% | 9.5% | 0.4 | 5.5%
CCC(C)[C@H](NC(=O)C1CCN(C(=O)[C@H](Cc2ccccc2)NC(=O)OC(C)(C)C)CC1)C(=O)O (stereo not given in full) | -1.7 | -16.9% | 3.8% | 2.1% | -5.9% | 1.6% | 23.5 | 10.7%
CC1(c2nnnn2-c2ccc3c(c2)OCCO3)CCC(=O)N1CC(F)(F)F (stereo not given) | 8.7 | -2.9% | 2.2% | -0.4% | -3.6% | 10.1% | 4.7 | 24.1%
CCc1ccc([C@H]2[C@@H]3C(=O)C[C@@H]4C(=O)N(C)C(=O)[C@@H]4[C@@H]3CN2S(=O)(=O)c2ccc(C)cc2)cc1 | 0.4 | ? | -3.3% | -1.3% | -9.1% | 7.7% | -6.7 | 17.4%
O=C(Nc1ccc(N2CCCC2=O)cc1)c1cncc(Br)c1 | 3.0 | nt | 0.5% | 1.9% | -11.9% | 10.3% | -7.7 | 5.4%
COc1ccc(-c2sc3ccc(N4CCOCC4)cc3c2C#Cc2ccsc2)cc1 | 1.7 | 27.5% | 7.1% | 0.0% | -10.7% | 1.2% | 18.0 | -3.8%
Cc1ccc(-c2c[n+](CC(=O)c3ccc(Br)cc3)c3n2CCCCC3)cc1 | -23.0 | 9.9% | -6.2% | -1.4% | 0.1% | 5.2% | ? | -0.8%
Cc1nn(CC(=O)NC2(C#N)CCCCC2)c(C)c1[N+](=O)[O-] | -1.3 | -11.6% | -2.2% | 0.7% | -16.8% | 2.8% | -1.6 | 1.5%
O=C(NC1CCCCC1)c1ccccc1NC(=O)C1CC(=O)N(c2ccccc2)C1 (stereo not given) | -10.9 | 14.1% | 9.4% | -0.2% | 7.2% | 8.4% | 18.3 | -23.3%
CCN(CC)S(=O)(=O)c1ccc(C(=O)Nc2ccc3c(c2)OCO3)cc1 | 4.4 | 27.1% | 14.7% | 13.5% | -4.9% | 9.5% | -10.6 | -8.4%
CC1(C)Cc2c(sc(NC(=O)c3ccc4c(c3)OCCO4)c2C(N)=O)C(C)(C)N1 | 0.3 | 10.0% | 5.0% | 6.7% | -0.7% | 2.8% | -2.1 | -10.1%
Cc1cc(NS(=O)(=O)c2ccc(NC(=O)Cc3ccc([N+](=O)[O-])cc3)cc2)nc(C)n1 | -6.3 | nt | -4.9% | 3.0% | 1.2% | -3.8% | -17.4 | -9.9%
CCN(CC)CCNc1cccc2sc3ccccc3c(=O)c12 | -12.4 | -1.2% | -2.4% | 0.8% | -11.1% | 5.6% | -28.3 | -5.0%
CNC(=O)NC(=O)COC(=O)CCCSc1nc2ccccc2s1 | 0.8 | -4.5% | 11.1% | 10.5% | -6.3% | -2.6% | -16.7 | ?
CCCCCc1nnc(NC(=O)Cc2cccs2)s1 | -0.8 | 24.0% | 3.1% | 5.2% | 10.3% | -10.6% | -12.2 | ?
CC(=O)NC(Cc1c[nH]c2ccccc12)C(=O)NCCc1ccccc1 (stereo not given) | 0.1 | -10.7% | 8.7% | 0.0% | -27.1% | 8.5% | ? | -9.7%
O=C(CSc1cccc[n+]1[O-])Nc1ccc2c(c1)OCCO2 | 4.8 | 17.4% | -2.1% | -0.4% | -3.0% | 3.5% | 12.7 | -5.4%
CC(Sc1nncs1)C(=O)Nc1ccc2c(c1)OCO2 (stereo not given) | 3.6 | 12.8% | 15.5% | -1.9% | -12.0% | 7.2% | 14.0 | 0.0%

# Compound profiles (already shown). Screens in order: DRD3 agonist | FUS suppressor | EPAC2 antag | aSyn rescue | Abeta yeast res | EPAC2 agonist | D3 antag | TDP-43 yeast inh
# COc1ccc(OCC(=O)Nc2ccc(NC(=O)c3ccccc3Cl)c(OC)c2)cc1 in the list: 1.7 | 8.2% | 6.3% | 0.2% | 20.1% | 1.3% | 10.8 | ?
# Cc1cc(NS(=O)(=O)c2ccc(NC(=O)Cc3ccc([N+](=O)[O-])cc3)cc2)nc(C)n1 in the list: -6.3 | nt | -4.9% | 3.0% | 1.2% | -3.8% | -17.4 | -9.9%

# High-throughput results deposited in PubChem by National Center for Advancing Translational Sciences (NCATS).

# These rows are one share of the data. The share of hits here may be higher or lower than overall.
